CHT PAM – allosterically activates the human high affinity choline transporter; 0.49% of 310,000 active; Q9GZV3; AID 488977; CHT-expressing cells, membrane potential dye, choline EC20; stronger effect = higher value; LV-AA mutant CHT in HEK293 cells; B-score at 10 µM;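 active = initial fluorescence not abnormally high and integrated response B-score, plate-corrected, over 3 SD above library mean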
OX1R antag-1 – blocks the human orexin 1 receptor | O43613 | CHO/OX1R cells, Fluo-8 calcium fluorescence, orexin A | inhibition, % at 5 µM | 0.43% of 330,000 active | AID 434989;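 active = inhibition above its plate's threshold, mean inhibition of all tested compounds on the plate plus 3 SD, cut at about 37% in these data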;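 also: 0% = orexin A challenge wells and 100% = SB-334867-A antagonist wells; not every result past the cut was called active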
Target sequence (O43613 whole entry, looked up): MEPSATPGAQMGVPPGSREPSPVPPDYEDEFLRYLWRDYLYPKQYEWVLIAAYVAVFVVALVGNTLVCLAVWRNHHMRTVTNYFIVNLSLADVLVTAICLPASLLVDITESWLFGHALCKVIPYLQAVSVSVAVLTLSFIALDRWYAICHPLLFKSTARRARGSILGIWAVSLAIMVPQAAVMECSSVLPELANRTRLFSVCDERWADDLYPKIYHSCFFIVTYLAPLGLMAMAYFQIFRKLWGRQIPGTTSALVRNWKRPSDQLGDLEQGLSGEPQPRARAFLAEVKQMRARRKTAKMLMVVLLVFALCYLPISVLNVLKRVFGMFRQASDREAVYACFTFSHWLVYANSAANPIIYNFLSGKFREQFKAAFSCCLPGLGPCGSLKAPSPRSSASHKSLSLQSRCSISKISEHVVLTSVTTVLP
OX1R antag-2 – OX1R (human) antagonism. O43613. OX1R-expressing cells, FRET antagonist read-out. inhibition, % at 6.6 µM. 1.8% of 330,000 active. AID 485270; in the data active = inhibition mostly above about 38%, no sharp cut-off; inactive = mostly below about 40%;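 also: 0% = agonist challenge alone and 100% = reference antagonist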
An asterisk follows results filed as active; i = inactive; nt = not tested or not shown.

smiles	CHT PAM	OX1R antag-1	OX1R antag-2
O=C(CSCC(=O)OCn1nnc2ccccc2c1=O)Nc1ccc(Cl)cc1	i	-14	34
Cc1ccc(C(C2=C(O)CC(C)(C)CC2=O)C2C(=O)CC(C)(C)CC2=O)s1 (centres undefined)	i	-7	16
CSCC(=O)Nc1ccc(F)c(Cl)c1	i	-18	10
Cc1sc2ncnc(N3CCC(C(=O)NNC(=O)COc4cccc(C(F)(F)F)c4)CC3)c2c1C	i	-25	23
Cc1cccc(C(=O)Oc2ccccc2-c2nnco2)c1	i	-15	26
CC(C)(C)c1cc[n+](CC(=O)Nc2cc(C(F)(F)F)ccc2N2CCOCC2)cc1	i	5	8
COC(=O)c1ccc(C2NC(=O)NC(C)=C2C(=O)N(C)C)cc1 (centres undefined)	i	-2	8
Cc1ccc(S(=O)(=O)N2CCCC2CNC(=O)C(=O)Nc2ccc(F)cc2F)cc1 (centres undefined)	i	14	24
N#Cc1ccccc1NC(=O)c1ccc2c(c1)OCO2	i	0	21
COC(=O)C1=C(C)N(C)C(C)=C(C(=O)OC)C1c1ccc(Cl)cc1	i	-40	24
COc1ccc(C(=O)N/N=C/c2sc(N3CCOCC3)nc2-c2ccccc2)cc1OC	i	-34	36
O=C(/C=C/c1cccs1)Nc1ccc(N2CCOCC2)c(S(=O)(=O)Nc2cc(Cl)ccc2Cl)c1	i	-23	19
COc1ccccc1N1CCN(C(=O)c2ccc(Br)s2)CC1	i	-18	6
Cc1cccc(CN2CCN(CC(=O)NCCCN3CCN(c4ccc(F)cc4)CC3)C2=O)c1	i	-27	2
O=C1CN(C(=O)c2ccccc2F)C(c2ccc(F)cc2)c2cc(F)ccc2N1 (centres undefined)	i	-12	-9
S=c1nc(-c2ccccc2)n(-c2ccccc2)[nH]1	i	13	-7
CCN1CCN(c2ccc(NC(=O)c3cc4ccccc4cc3OC)cc2C)CC1	nt	-14	4
Cc1cc(C)n2nc(C(=O)NNC(=O)c3ccc(Cl)cc3)nc2n1	i	-1	13
Cc1ccnc(NC(=O)c2ccc(Cl)s2)c1	i	-9	26
CCOC(=O)/C(C#N)=C/C1=C(N2CCOCC2)CC(C)(C)OC1	i	-12	19
CCOC(=O)C1=C(C)N=C(/N=C/N(C)C)SC1c1ccccc1 (centres undefined)	i	-32	10
CCCCOc1ccc(/C=N/NC(=S)Nc2cc(C)ccc2C)cc1	i	-7	3
CC(C)c1ccc(NC(=O)COC(=O)[C@@H]2CCCN2C(=O)c2cccs2)cc1	nt	-9	5
CCN1C(=O)[C@H]2[C@@H](c3ccc(C)cc3)N3C(=O)N(c4ccc(C(F)(F)F)cc4)C(=O)[C@@]3(CC)[C@H]2C1=O	i	-36	13
COc1ccc(CNC2=CC(=O)CC(C)(C)C2)cc1	i	-9	3
COc1ccc(Nc2cc(C)nc3nc(C)nn23)c(OC)c1	i	-5	18
COc1cc(NC(=O)C(Cc2ccccc2)n2cccc2)cc(OC)c1 (centres undefined)	i	1	22
O=C(CSc1ccccc1F)OCC(=O)N1CCN(C(=O)c2ccco2)CC1	i	-15	11
CC(=O)c1c(C)[nH]c(C(=O)NCCc2ccccc2)c1C	i	-20	11
O=C(NNC(=S)NC(=O)c1ccc(F)cc1)c1cccnc1	i	-10	4
CC(C)C(=O)Nc1ccc(Cc2ccc(NC(=O)C(C)C)c(O)c2)cc1O	i	-19	17
COc1ccc(Cl)cc1NC(=O)C(C)OC(=O)C1=NNC(=O)CC1 (centres undefined)	nt	-17	1

The last 2 entries of the part above lead into the next.
smiles	CHT PAM	OX1R antag-1	OX1R antag-2
CC(C)C(=O)Nc1ccc(Cc2ccc(NC(=O)C(C)C)c(O)c2)cc1O	i	-19	17
COc1ccc(Cl)cc1NC(=O)C(C)OC(=O)C1=NNC(=O)CC1 (centres undefined)	nt	-17	1
CCC1=C(OC(=O)N(CC)CC)N2C(=O)OC(=NCCc3c[nH]c4ccccc34)[C@]2(Cc2ccccc2)[C@H]2C1=CC[C@H]1C(=O)N(C)C(=O)[C@H]12	i	-31	28
O=C(O)c1nn(CCOc2cccc(Br)c2)c(=O)c2ccccc12	i	-33	24
CCCCCCCC1(C)NC(=O)N(c2ccccc2)N1 (centres undefined)	i	-10	30
C/C(=N\NC(=S)Nc1ccccc1C)c1cc2ccccc2o1	i	-24	13
CCC1C(=O)Nc2ccccc2N1C(=O)COc1ccccc1 (centres undefined)	i	-13	2
CCC1CN(C(=O)N2CCC(C(=O)NCCc3ccc(OC)c(OC)c3)CC2)c2ccccc2O1 (centres undefined)	i	-21	7
CCC(C)(C)c1nnc(NC(=O)CCC2CCCCC2)s1	i	-33	2
O=C(c1ccc(N2CCCCC2)c([N+](=O)[O-])c1)N(Cc1ccccc1)c1ccccn1	i	-13	15
CC(C)c1ccc(NC(=O)C2CCCN(S(=O)(=O)c3ccc4c(c3)C(C)(C)C(=O)N4C)C2)cc1 (centres undefined)	i	-15	19
O=C(c1cc2ccccc2[nH]1)N(Cc1cccnc1)CC1CCCN(C2CCCCC2)C1 (centres undefined)	i	-40	9
CC(=O)Oc1cccc(/C=c2\sc3nc(-c4ccco4)nn3c2=O)c1	i	-3	14
C=CCn1c(COc2ccc(F)cc2)nnc1SCC(=O)NC1CC1	i	-21	15
Cc1c(C(=O)Nc2ccc(N3CCOCC3)cc2)cccc1[N+](=O)[O-]	i	4	24
C/C(=N\NC(=O)c1ccc(OC2CCCC2)cc1)c1ccc(O)cc1	i	-8	43
NNC(=O)Cn1nc(Cc2ccccc2)n(N)c1=O	nt	-2	-4
COc1ccc(NC(=O)C(NC(=O)c2ccc(C)cc2)c2ccccc2)cc1 (centres undefined)	i	-28	15
COc1cc(C(=O)NNC(=O)CNC(=O)C2CCCCC2)ccc1OC(C)C	nt	11	7
COc1ccc(S(=O)(=O)N2CCN(C(C)C(=O)Nc3ccc(C(C)C)cc3)CC2)cc1 (centres undefined)	nt	-16	4
O=C(NCC1CCCO1)C(Cc1ccccc1)N1C(=O)C2C3C=CC(C4CC34)C2C1=O (centres undefined)	i	-22	2
Cc1ccc(C)c(Cc2c(C)nc(C)[nH]c2=O)c1	i	-13	-1
Cc1nn(Cc2c(F)c(F)c(F)c(F)c2F)c(C)c1NC(=O)c1cccc(COc2ccc(Cl)cc2)c1	i	-13	7
COc1ccccc1NS(=O)(=O)c1cccc(C(=O)N/N=C(\C)c2cccnc2)c1	nt	-6	6
O=C(NCc1ccccn1)C1CCN(S(=O)(=O)c2ccc(Br)cc2)CC1	i	-1	10
CSc1ccc(NC(=O)N2CC(C)OC(C)C2)cc1 (centres undefined)	i	-8	12

Some of the entries above, reformatted.
COc1ccc(C(=O)N/N=C/c2sc(N3CCOCC3)nc2-c2ccccc2)cc1OC
  CHT PAM = i
  OX1R antag-1 = -34
  OX1R antag-2 = 36

O=C(/C=C/c1cccs1)Nc1ccc(N2CCOCC2)c(S(=O)(=O)Nc2cc(Cl)ccc2Cl)c1
  CHT PAM = i
  OX1R antag-1 = -23
  OX1R antag-2 = 19

COc1ccccc1N1CCN(C(=O)c2ccc(Br)s2)CC1
  CHT PAM = i
  OX1R antag-1 = -18
  OX1R antag-2 = 6

Cc1cccc(CN2CCN(CC(=O)NCCCN3CCN(c4ccc(F)cc4)CC3)C2=O)c1
  CHT PAM = i
  OX1R antag-1 = -27
  OX1R antag-2 = 2

Next part.
smiles	CHT PAM	OX1R antag-1	OX1R antag-2
CSc1ncccc1C(=O)OCC(=O)NCCc1ccccc1	nt	-15	4
O=C(NNC(=S)Nc1ccccc1)C1CC1	i	-22	10
COC(=O)c1cc(-c2ccc(S(=O)(=O)N3CCCC(C)C3)cc2)c(C(F)(F)F)s1 (centres undefined)	i	-1	6
COc1ccccc1C(c1c(O)nc(SC)[nH]c1=O)c1c(O)nc(SC)[nH]c1=O	i	3	12
CCC(NC(=O)c1ccccc1NC(=O)c1ccc(OC)cc1)C(=O)N1CCCC1 (centres undefined)	i	-26	5
O=C(NC(=S)N1CCCCC1)c1cccnc1	i	-6	5
COc1ccc(C(CCc2ccc(C)o2)NC(=O)Nc2ccc(OC)cc2OC)cc1 (centres undefined)	i	-6	10
O=C1C=C(c2cc(Cl)cc(Cl)c2)C[C@@H](c2ccc3c(c2)OCO3)C1	nt	-10	11
O=S(=O)(NCc1ccccc1)c1cccs1	i	-1	11
COc1ccc(/C=N/NC(=O)c2ccc(Br)cc2)c(OC)c1	i	-13	31
COc1cccc(N2CCN(C(=O)c3ccc4nc(N5CCCCC5)sc4c3)CC2)c1	i	-31	19
CC1(C)CC(=O)c2cnc(NC(=O)CCc3ccccc3)nc2C1	i	-10	20
Cc1nn(C)cc1/C=C1\SC(=S)NC1=O	i	-8	43
CCOC(=O)c1ccc(NC(=O)c2nn(CC)cc2Br)cc1	i	-19	42
COc1cccc(Nc2ccccc2C(=O)O)c1	i	1	7
O=C1CC2(CCN(C(=O)COc3ccccc3F)CC2)Oc2ccccc21	i	-22	5

Gathered by group: the entries above containing a cyano group
smiles	CHT PAM	OX1R antag-1	OX1R antag-2
N#Cc1ccccc1NC(=O)c1ccc2c(c1)OCO2	i	0	21
CCOC(=O)/C(C#N)=C/C1=C(N2CCOCC2)CC(C)(C)OC1	i	-12	19

Other compounds:
smiles	CHT PAM	OX1R antag-1	OX1R antag-2
N#Cc1c(-c2ccccc2)cc(-c2ccccc2)nc1Br	i	2	10
CCOc1ccc(CC(=NCCO)C2=C(O)CC(C)(C)CC2=O)cc1OCC	i	-4	19
CCOc1ncccc1C(=O)NCc1ccc(OC)c(OC)c1	i	-13	15
CC1CN(CCOc2ccc(Cl)c(Cl)c2)CC(C)O1 (centres undefined)	i	-16	-3
COc1ccc(OC(C)C(=O)Nc2ccccc2C(F)(F)F)cc1 (centres undefined)	i	-5	7
CCCc1nc(SCc2cccnc2)c2c(=O)n(C)c(=O)n(C)c2n1	i	-38	16
Cc1oc2c(c1C(=O)N1CCC(C)CC1)C(=O)c1ccccc1C2=O	i	-31	67*
COc1ccc2nc(NC(=O)CSc3nnnn3C3CCCCC3)sc2c1	i	-2	2
CC(C)CC(NC(=O)C1CCC(C)CC1)C(=O)Nc1ccc2c(c1)OCCO2 (centres undefined)	i	-34	9
O=C(Nc1ccccc1)c1c(F)c(F)c(F)c(F)c1F	i	-8	28
COc1ccc(-c2nnc(SC(C)C#N)o2)cc1 (centres undefined)	i	-16	17
CC(C)Cc1cc(C(=O)Nc2cccc(O)c2)no1	i	-6	23
Cc1ccccc1N(CC(=O)NCCSCc1ccco1)S(C)(=O)=O	i	-7	15
Cn1c(SCC(=O)Nc2ccccc2)nnc1-c1ccc(NC(=O)CCc2ccccc2)cc1	i	-7	14
CC(C)(C)c1ccc(C(=O)N2CCN(C(=O)C3CCCCC3)CC2)cc1	i	-14	-3
CCOC(=O)c1sc2nc(C3CC3)cc(-c3ccc(OC)cc3)c2c1N	i	-17	8
O=C(CSc1ccccc1C(=O)NCc1ccccc1)NC12CC3CC(CC(C3)C1)C2	i	-19	25
CCn1c(SCC(N)=O)nnc1-c1ccco1	i	4	-12
COc1ccc(C(=O)Nc2cccc(-c3ccc(N4CCOCC4)nn3)c2)cc1	i	-23	15
Cc1cc(C(=O)Nn2cnnc2)cs1	i	4	2
O=C(CN1C(=O)NC2(CCOc3ccccc32)C1=O)NCc1ccc(F)cc1 (centres undefined)	nt	-2	1
